Bioassay records deposited in PubChem by several laboratories.
NS3 helicase inh – HCV NS3 helicase inhibition; NS3 helicase DNA unwinding, Cy5 molecular beacon fluorescence; inhibition, % at 10.9 µM; 0.56% of 290,000 active; AID 1800;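 active = inhibition above the mean of all tested compounds plus 3 SD, set per campaign, cut at about 35% in these data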;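 note: 0% = DMSO wells and 100% = thioflavine S control wells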
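System: HCV NS3 helicase fragment; control set: DMSO and thioflavine S; technique: Cy5 fluorescence at 0 and 60 min, beacon hairpin quenching; reagent: beacon DNA duplex substrate plus ATP; replicates: singlicate; schedule: 1 h reaction at 25 °C, ATP-initiated; medium: MOPS buffer pH 6.5 with MgCl2, DTT, Tween20, BSA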
MEKK2 mut-MEK5 – signal of MEK5 binding to mutant human MEKK2 PB1 domain. bead flow cytometry, Alexa488-MEK5 binding to MEKK2 mutant. percent response, % at 10 µM. 0.35% of 290,000 active; in the data active = percent response above about 24%, passing the limit was not always enough; note: inactives centre near 1; some results filed as inactive read as strong as hits
FID counter – counter-screen for HCV NS3 helicase inhibitors: DNA intercalator displacement; 0.17% of 290,000 active; AID 1845; inhibition, % at 7.9 µM; DNA fluorescent intercalator displacement, fluorescence; in the data active = inhibition above about 37%;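 note: 0% = vehicle and 100% = reference compound; higher means more ethidium bromide displaced from hairpin DNA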
VIM-2 inhibitor – blocks Pseudomonas aeruginosa VIM-2 metallo-beta-lactamase | purified VIM-2, nitrocefin hydrolysis, epi-absorbance fluorescence | inhibition, % at 5.6 µM | 0.89% of 290,000 active | AID 1527;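 active = inhibition above the mean of all tested compounds plus 3 SD, cutoff set per screening run, cut at about 7.5% in these data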;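 note: red hydrolysis product quenches plate fluorescence so inhibitors raise well fluorescence; 0% = enzyme with DMSO and 100% = DMSO without enzyme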
MEKK2wt PB1 HTS – raises or lowers MEK5 binding to wildtype human MEKK2 PB1 domain; Q9Y2U5; bead flow cytometry, Alexa488-MEK5 binding to MEKK2 WT; actives lie on both sides; binding response (% of control), % at 10 µM; 1.1% of 290,000 active; in the data active = binding response below about 67% or above about 130%; inconclusive = no clear call, values can overlap the other calls; inactive = in between
IMP-1 inhibitor – blocks Pseudomonas aeruginosa IMP-1 metallo-beta-lactamase; purified IMP-1, nitrocefin hydrolysis, epi-absorbance fluorescence; inhibition, % at 5.6 µM; 0.45% of 290,000 active; AID 1556;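 active = inhibition above the mean plus 3 SD of all compounds in the same screening run, cut at about 4.5% in these data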;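 note: 0% = IMP-1 with DMSO and 100% = DMSO wells lacking enzyme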
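System: purified IMP-1; amount: IMP-1 0.2 nM before substrate addition; compound: single dose, 5.6 µM; times: 25 °C, 15 min preincubation, 25 min reaction; signal: Epi-absorbance via hydrolysed-nitrocefin quenching of white-plate fluorescence, 480/530 nm, EDTA stop; benchmarks: DMSO with and without IMP-1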
SUMO HTRF inh – blocks human SUMOylation mediated by UBC9. P63279. HTRF SUMOylation assay, SAE1/SAE2 + UBC9, in vitro. inhibition, % at 35 µM. 0.36% of 290,000 active; in the data active = inhibition above about 50%, passing the limit was not always enough; inconclusive = no clear call, values can overlap the other calls; note: strong numbers were not always called active
Target sequence (P63279 whole entry, looked up): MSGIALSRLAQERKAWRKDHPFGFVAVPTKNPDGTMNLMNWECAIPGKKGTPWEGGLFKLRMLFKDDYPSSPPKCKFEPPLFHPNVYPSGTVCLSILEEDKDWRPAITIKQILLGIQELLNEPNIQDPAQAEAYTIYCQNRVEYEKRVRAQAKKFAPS
NALP1 yeast inh – blocks the NALP1 inflammasome reconstituted in yeast; S. cerevisiae NALP1/ASC/caspase-1 growth, X-gal OD620, 72 h; inhibition, % at 10 µM; 0.61% of 280,000 active; in the data active = inhibition mostly above about 24%, no sharp cut-off; inactive = mostly below about 32%; note: some compounds called inactive have numbers as strong as hits
M18AAP inhibitor – PfM18AAP enzyme inhibition; recombinant PfM18AAP, H-Glu-NHMec fluorogenic cleavage; AID 1822; 1.2% of 290,000 active; inhibition, % at 7.35 µM;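 active = inhibition above the campaign mean inhibition over all tested compounds plus 3 SD, cut at about 28% in these data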;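 note: 0% = plate median of test compound wells and 100% = 2 mM ZnCl2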
Active calls of the source: *; ? = inconclusive; . = not tested or not shown.

SMILES	NS3 helicase inh	MEKK2 mut-MEK5	FID counter	VIM-2 inhibitor	MEKK2wt PB1 HTS	IMP-1 inhibitor	SUMO HTRF inh	NALP1 yeast inh	M18AAP inhibitor
Cc1csc(=O)n1CC(=O)OCC(=O)Nc1cc(Cl)ccc1[N+](=O)[O-]	4	-5	-2	-1.7	103	-1.7	-4	23	3
CCOc1cc(C(=O)O)cc(Cl)c1OC	-5	12	0	-0.1	107	-2.6	4	3	-6
CC(=Nc1ccccc1C)C1=C(O)CSC1=O	15	-4	-1	-3.6	96	2.0	10	13	0
CCOc1ccccc1C(=O)Nc1nccs1	0	11	-2	-2.2	115	-5.0	7	9	0
Cc1ccc(NC(=O)c2c(Cl)nc3ccccn23)cc1	-4	0	-9	-0.7	100	-0.7	5	0	-3
Nc1nonc1-n1nnc(C(=O)N/N=C/c2c[nH]c3ccccc23)c1-c1ccccc1	-13	-2	-1	-2.5	99	-0.7	13	11	10
CCOC(=O)C1C(=O)NC(N2CCOCC2)=NC1C(C)C (stereo not drawn)	2	0	4	-0.5	105	-1.0	-17	10	1
O=C(N/N=C/c1ccco1)c1cc(-c2cccc3ccccc23)n[nH]1	2	0	-5	-4.0	94	-2.9	-1	-10	2
C=CCN1C(=O)/C(=C/c2ccc(OCC(=O)O)cc2)S/C1=N/c1nccs1	26	-2	-19	-3.0	98	-3.7	11	21	5
COC(=O)c1ccc(OC(=O)C2CC(=O)N(c3ccc(C)cc3C)C2)cc1 (stereo not drawn)	0	3	3	-1.7	101	-0.8	10	16	-4
C/C(=N\NC(=O)Cn1nc(C)c([N+](=O)[O-])c1C)c1ccc(Cl)s1	-10	31	-2	-1.0	114	-3.3	2	-2	0
Cc1ccc(C(=O)N2CCCC(C(=O)c3ccc(Oc4ccccc4)cc3)C2)cn1 (stereo not drawn)	-4	3	-38	-2.7	100	-2.1	6	5	-9
CS/C(=C\C(=O)c1ccco1)Nc1ccccc1Cl	65*	-4	-17	-1.8	91	-2.9	16	.	9
CC(C)CCNC(=O)c1cccc(C(=O)NCCC(C)C)c1	-4	3	-17	-0.9	109	-4.7	24	5	2
COc1cc(-c2nnc(CSc3nnc(Nc4ccc(C(C)C)cc4)s3)o2)cc(OC)c1OC	-8	-1	-10	-2.0	99	-3.4	-8	10	3
CN1CCN(Cc2cn[nH]c2-c2ccc(F)cc2F)[C@@H](c2ccccc2)C1	-28	-10	21	0.1	98	-3.0	-16	9	7
CCn1c(=O)cc(OCC(=O)N2CCN(c3ccc(F)cc3)CC2)c2ccccc21	-1	-12	-38	-2.6	91	-3.2	14	2	6
Cc1cc(C)c(S(=O)(=O)NCc2cccnc2)cc1C	13	8	-5	1.5	110	-1.1	0	15	-5
CC(C)C(C)NC(=O)CN1C(=O)NC2(CCc3ccccc3C2)C1=O (stereo not drawn)	7	-11	-3	2.5	83	-0.2	-3	10	-11
CCc1ccc2c(c1)C(=O)C(=O)N2CC(=O)Nc1ccc(NC(=O)c2ccccn2)cc1	5	0	-2	-5.5	99	-2.8	5	11	8

Part of the list above, limited to FID counter and MEKK2 mut-MEK5.
mol,FID counter,MEKK2 mut-MEK5
COc1cc(-c2nnc(CSc3nnc(Nc4ccc(C(C)C)cc4)s3)o2)cc(OC)c1OC,-10,-1
CN1CCN(Cc2cn[nH]c2-c2ccc(F)cc2F)[C@@H](c2ccccc2)C1,21,-10
CCn1c(=O)cc(OCC(=O)N2CCN(c3ccc(F)cc3)CC2)c2ccccc21,-38,-12
Cc1cc(C)c(S(=O)(=O)NCc2cccnc2)cc1C,-5,8
CC(C)C(C)NC(=O)CN1C(=O)NC2(CCc3ccccc3C2)C1=O (stereo not drawn),-3,-11
CCc1ccc2c(c1)C(=O)C(=O)N2CC(=O)Nc1ccc(NC(=O)c2ccccn2)cc1,-2,0

Structures above that bear a hit mark in NS3 helicase inh:
Structure	NS3 helicase inh	MEKK2 mut-MEK5	VIM-2 inhibitor	MEKK2wt PB1 HTS	IMP-1 inhibitor	SUMO HTRF inh	NALP1 yeast inh	M18AAP inhibitor
CS/C(=C\C(=O)c1ccco1)Nc1ccccc1Cl	65*	-4	-1.8	91	-2.9	16	.	9

Next section.
SMILES	NS3 helicase inh	MEKK2 mut-MEK5	FID counter	VIM-2 inhibitor	MEKK2wt PB1 HTS	IMP-1 inhibitor	SUMO HTRF inh	NALP1 yeast inh	M18AAP inhibitor
CS(=O)(=O)N1N=C(c2ccccc2)CC1c1ccc2c(c1)OCO2 (stereo not drawn)	2	.	-4	-1.7	.	-2.5	20	36	5
COc1ccc(-c2cc(C(=O)N3CCN(c4ccccc4F)CC3)c3ccccc3n2)c(OC)c1	-35	8	-38	-2.0	102	-0.3	-8	-2	-3
COC(=O)C(NC(=O)CCc1c(C)nc2ncnn2c1C)C(C)C (stereo not drawn)	-2	0	1	-3.2	98	-2.3	16	10	3
O=C(Nc1c[nH]c(=O)[nH]c1=O)c1cc([N+](=O)[O-])cc([N+](=O)[O-])c1	0	0	0	0.0	103	-0.9	-1	3	-4
O=C(c1cc(COc2ccccc2)on1)N1CCCC(CN2CCOCC2)C1 (stereo not drawn)	-2	1	-15	-1.8	103	-3.4	3	0	3
CC(C)=NNc1nc(-c2ccc([N+](=O)[O-])cc2)cs1	7	4	3	-2.9	112	-3.8	0	2	18
Cc1ccc[n+](CC(=O)c2ccc(Br)cc2)c1C	12	1	5	1.2	110	-0.1	-5	16	-9
O=C(CCNS(=O)(=O)c1ccc(Br)s1)Nc1ccc(Cl)cc1	-9	-4	0	-3.2	94	-1.4	-16	24	-9
CCOc1ccccc1C(=O)N1CCN(C(c2ccccc2)c2ccccc2)CC1	-1	-1	-3	-0.8	97	-2.5	5	-3	1
O=C(N/N=C/c1cc2ccccc2nc1Cl)c1ccncc1	-14	-3	-10	2.0	93	-2.4	5	7	6
CCCCC(NC(=O)Cc1c(C)c2cc3c4c(oc3cc2oc1=O)CCCC4)C(=O)O (stereo not drawn)	40*	2	-10	0.5	103	-1.7	19	-2	0
Cc1cn(C2OC(COC(=O)c3ccccc3)C(OC(=O)c3ccccc3)C2OC(=O)c2ccccc2)c(=O)[nH]c1=O (stereo not drawn)	4	-4	-4	-4.0	?	-2.8	-4	-8	8
O=C1Nc2ccccc2N(O)N1c1ccc(S(=O)(=O)N2CCCCCC2)cc1	4	-3	0	-3.0	96	-2.5	0	15	-1
Cc1cc(=O)oc2cc(Oc3ncccc3[N+](=O)[O-])ccc12	4	-8	0	-3.0	94	-1.8	1	3	5
COCCN=C1N[C@@H](c2ccccc2)C(C(=O)OC)=C(C)N1Cc1ccccc1	-16	3	12	-1.9	94	-3.5	5	-6	8
CN(C)C(=O)C(NC(=O)c1ccccc1)=C(Cl)Cl	-1	-8	0	0.5	84	-3.6	0	13	1
O=C(CCc1nc2ccccc2c(=O)[nH]1)NCc1ccccn1	26	-10	-4	1.2	88	-1.6	9	-2	-13
Cc1onc(-c2c(F)cccc2Cl)c1C(=O)Nc1nnc(-c2ccccc2)s1	4	2	-4	-0.9	105	1.9	16	13	2
CCc1nc2cc(C)nn2c2nc3ccccc3n12	4	-3	-7	16*	96	-0.1	-2	3	5
CNS(=O)(=O)c1cccc(C(=O)OCC(=O)N2CCCC2)c1	2	2	-12	-3.6	102	-3.0	24	0	0
Cc1ccc(NC(=O)C2C3CCCC2C3c2ccccc2)cc1 (stereo not drawn)	9	-3	1	-2.8	98	-1.7	3	16	-2
CCOC(=O)N1CCN(C(=O)CN(C)S(=O)(=O)c2ccc(Cl)cc2)CC1	-5	3	-19	-0.1	103	-1.9	19	-8	-6
CCCn1c(=S)[nH]c2ccccc2c1=O	10	1	-1	-3.6	101	-4.2	7	12	3
Cc1ccn(CC(=O)N2CCCC(N3CCN(c4ccc(F)cc4)CC3)C2)n1 (stereo not drawn)	2	-1	-2	0.5	103	0.6	3	4	-1
CNC(=O)c1ccc(-c2ccc(Cl)c(Cl)c2)s1	-19	3	-6	-1.4	108	-4.6	-1	-10	4
O=C(Nc1cccc(Cl)c1)c1ccc(F)c(S(=O)(=O)NCc2ccc3c(c2)OCO3)c1	-13	-6	-5	-3.3	99	-2.8	-13	35	2
O=C(/C=C/c1ccco1)NC(=S)N1CCCCC1	9	-2	-8	-1.6	98	-2.3	0	2	4
CC(C)Cn1c(S(=O)(=O)O)nc2ccccc21	18	5	3	2.1	97	-1.3	4	.	12
O=C(Nc1nc2ccc(S(=O)(=O)N3CCCC3)cc2s1)C1CCCCC1	-10	.	-6	-2.1	.	-1.9	-7	-12	-5
COc1ccc2nc3ccccc3nc2c1N	50*	6	-7	-0.7	100	-3.2	93	3	8
O=C(NCCNC1CCC(c2ccccc2)CC1)c1ccc(F)cc1 (stereo not drawn)	-13	-8	19	-3.1	102	-1.9	-5	4	6
Cc1ccccc1C(=O)Nc1ccccc1C(=O)NCC(C)C	19	2	-5	-4.4	104	-2.7	-12	-13	-8
Cc1nn(C(C)C(=O)NCCCc2ccccc2)c(=O)c2nn(-c3ccccc3)c(C)c12 (stereo not drawn)	-5	3	-51	0.0	106	-1.8	14	16	-3
COc1cc(NC(=S)N2CCC(C(O)(c3ccccc3)c3ccccc3)CC2)cc(OC)c1	0	-3	3	-0.2	97	0.4	0	7	1
COc1ccccc1C(=O)Nc1ccnn1C1CCN(CCCC2CCCC2)CC1	-5	4	11	-1.1	103	-2.6	5	2	-7
COC(=O)c1cc2sc(Cl)cc2n1CC(=O)NCC1CCCO1 (stereo not drawn)	2	3	-3	-4.9	100	-2.4	16	17	-4
COc1ccc(NCc2nnc(SCc3ccccc3)n2-c2ccc(OC)cc2)cc1	-11	-1	-33	-6.4	102	-2.9	-10	-9	5
CCOc1ccccc1N(CC(=O)NC1CCCCC1)C(=O)CNC(=O)c1ccco1	-4	0	-29	-3.8	99	0.6	-26	5	-1
NC(Cc1ccccc1)C(=O)N1CCCCC1 (stereo not drawn)	15	2	0	-0.4	106	-0.9	2	24	-5

Ordered by SMILES length (ascending): four of the compounds above
SMILES	NS3 helicase inh	MEKK2 mut-MEK5	FID counter	VIM-2 inhibitor	MEKK2wt PB1 HTS	IMP-1 inhibitor	SUMO HTRF inh	NALP1 yeast inh	M18AAP inhibitor
COc1ccccc1C(=O)Nc1ccnn1C1CCN(CCCC2CCCC2)CC1	-5	4	11	-1.1	103	-2.6	5	2	-7
COc1ccc(NCc2nnc(SCc3ccccc3)n2-c2ccc(OC)cc2)cc1	-11	-1	-33	-6.4	102	-2.9	-10	-9	5
COc1cc(NC(=S)N2CCC(C(O)(c3ccccc3)c3ccccc3)CC2)cc(OC)c1	0	-3	3	-0.2	97	0.4	0	7	1
Cc1nn(C(C)C(=O)NCCCc2ccccc2)c(=O)c2nn(-c3ccccc3)c(C)c12 (stereo not drawn)	-5	3	-51	0.0	106	-1.8	14	16	-3
